SRC3 TRFRET art = TR-FRET detection interference compounds, artefact control for PPARgamma SRC-3 recruitment agonists, biochemical, TR-FRET ratio | 99,000 compounds, 0.39% hits | TR-FRET artefact counter-screen, PPARgamma/SRC-3 format; stronger effect = higher value | AID 1048, 2008 | TR-FRET ratio at 8 µM; in the data active means TR-FRET ratio above about 2000; further: inactives centre near 1600
SRC1 TRFRET art = TR-FRET detection interference compounds, primary screen, artefact control for PPARgamma SRC-1 recruitment agonists, biochemical, TR-FRET emission ratio. TR-FRET detection artefact counter-screen; stronger effect = higher value. TR-FRET ratio at 8 µM. 99,000 compounds, 0.34% hits; in the data active means TR-FRET ratio above about 2300; further: inactives centre near 1800
An asterisk follows results filed as active. The list is partial, so the mix of outcomes need not match the whole.

cpd	mol	SRC3 TRFRET art	SRC1 TRFRET art
1	Cc1noc(C)c1COc1ccc(C(=O)OCC(=O)NCCN2C(=O)CSC2=O)cc1	1549	1846
2	COC(=O)c1ccc(N2OC3(C)C=CC2CC3)cc1 (stereo unspecified)	1561	1540
3	Cc1oc(-c2ccccc2Cl)nc1CN1CCCCC1c1cccnc1 (stereo unspecified)	1696	1880
4	Cc1c(NC(=O)CN2CCN(c3ccc(O)cc3)CC2)c(=O)n(-c2ccccc2)n1C	1613	1871
5	O=C(CNCc1ccc(F)cc1)Nc1ccccc1[N+](=O)[O-]	1724	2007
6	COc1ccc(-c2ccnc3c(C(=O)O)cnn23)cc1	1539	1793
7	Cc1ccc(C)c(N2CCN(C(=O)CN3C(=S)NC(C)(C)CC3C)CC2)c1 (stereo unspecified)	1549	1738
8	O=C(NC1C=CS(=O)(=O)C1)c1ccccc1 (stereo unspecified)	1734	1931
9	COc1ccc2cc(C(=O)C3CCCN(C(=O)/C=C/c4ccccn4)C3)ccc2c1 (stereo unspecified)	1724	1859
10	Cc1ccc(N2CCN(S(=O)(=O)c3ccc4c(c3)n(C)c(=O)c(=O)n4C)CC2C)cc1 (stereo unspecified)	1542	1662
11	Cc1ccc(NC(=O)CSc2nnc(C)n2CC2CCCO2)cc1 (stereo unspecified)	1502	1799
12	Cc1ccc(C)c(NC2=C(Cl)C(=O)OC2OC(C)C)c1 (stereo unspecified)	1466	1583
13	Cc1nc2nc(C)c(CCC(=O)NCCCN3CCN(c4cccc(Cl)c4)CC3)c(C)n2n1	1377	1810
14	COc1ccccc1Oc1ccc(NC(=O)c2ccc(Cl)cc2)cc1	1653	1877
15	N#CCN1CCC(c2cc(-c3ccco3)n[nH]2)CC1	1464	2105
16	COc1ccc(CCNC(=O)CC2SC(=NCCc3ccccc3)NC2=O)cc1OC (stereo unspecified)	1433	1784
17	Cc1ccc(NC(=O)CCC2CC(C)(C)OC2=O)cc1 (stereo unspecified)	1404	1444
18	O=C(O)/C(=C\c1ccc(Cl)cc1)c1ccc(F)cc1	1681	2043
19	COc1ccccc1N1CCN(/N=C/c2cc([N+](=O)[O-])ccc2Cl)CC1	1832	1724
20	CCNC(=O)CSc1nc(-c2ccc(F)cc2)cs1	1712	1838
21	O=C(NCc1ccccn1)C1CC(c2ccccc2O)=NO1 (stereo unspecified)	1523	1728
22	CN(c1ccccc1)c1ccc(/C=C(\C#N)c2nnc3n2CCCCC3)cc1[N+](=O)[O-]	1601	2039
23	O=C(CC1C(=O)NCCN1Cc1c(F)cccc1Cl)NCc1ccccc1 (stereo unspecified)	1490	1744
24	O=c1c2cc(N3CCOCC3)ccc2[nH]c(=S)n1Cc1ccccn1	1678	1523
25	NS(=O)(=O)c1ccc(NS(=O)(=O)c2ccc(NC(=S)Nc3ccccc3)cc2)cc1	1556	1902
26	CCOc1ncccc1C(=O)OCC(=O)N(CC)c1ccccc1	1491	1629
27	O=C(O)c1ccc2c(c1)C(=O)/C(=C/c1ccccc1)C2=O	1390	1640
28	CC(=O)c1ccc(NC(=S)Nc2cccc(Cl)c2C)cc1	1587	1628
29	Cc1ccc(C(=O)CNc2ccccc2C)cc1	1651	1835
30	O=C(N/N=C/c1ccc2c(c1)OCO2)c1cc(-c2ccccc2Cl)nc2ccccc12	1530	1927
31	CC(=O)c1ccccc1N(C(=O)Cn1nnc2ccccc21)C(C(=O)NCC1CCCO1)c1ccc(N2CCOCC2)cc1 (stereo unspecified)	1402	1554
32	COc1ccc(-c2nc3ccccn3c2CN2CCN(c3ccccc3F)CC2)cc1	1738	1828
33	O=C(N/N=C/c1sc2ccccc2c1O)c1ccccc1	1672	1963
34	Cc1ncc([N+](=O)[O-])n1CCOC(=O)c1ccc(Br)cc1	1576	1602
35	O=c1[nH]ncn1-c1ccccc1	1414	1725
36	CCN=C1SC(CC(=O)Nc2ccc3c(c2)OCO3)C(=O)N1CC (stereo unspecified)	1414	1943
37	Cc1cccc2nc(COc3ccc(Cl)c4cccnc34)cn12	1514	1676
38	Clc1ccccc1/C=N/NC1=Nc2cccc3cccc1c23	1697	1840
39	Cn1c(=O)c2c(c3ccccc31)OC(=O)CC2c1cccnc1 (stereo unspecified)	1731	1899
40	O=S(=O)(c1cnc(Cl)c(Cl)c1)N1CCCc2ccccc21	1627	1792
41	COc1cccc(-c2ccc(C#N)c(SCC(=O)NCCc3ccc(Cl)cc3)n2)c1	1471	1721
42	COc1ccc(Br)cc1S(=O)(=O)NCc1ccccc1	1559	1950
43	CCn1c(C)nc2cc(C(=O)N/N=C/c3ccccc3)ccc21	1602	1912
44	CCOC(=O)C1(CCCc2ccccc2)CCN(C2CCSCC2)CC1	1583	1733
45	O/N=C\c1cccn1-c1nccs1	1520	1533
46	CCC(=O)N(CCc1ccc(S(N)(=O)=O)cc1)C1CC(=O)N(c2ccc(OC)cc2)C1=O (stereo unspecified)	1501	1816
47	COc1cc(/C=C2/C(=O)NN(c3ccc(Cl)cc3)C2=O)ccc1OC(=O)c1ccco1	1373	2016
48	CCN1C(=O)/C(=C2/Sc3ccccc3N2CCCS(=O)(=O)O)SC1=S	1632	1785

Brought forward from above: 4 compounds; new compounds follow.
cpd	mol	SRC3 TRFRET art	SRC1 TRFRET art
45	O/N=C\c1cccn1-c1nccs1	1520	1533
46	CCC(=O)N(CCc1ccc(S(N)(=O)=O)cc1)C1CC(=O)N(c2ccc(OC)cc2)C1=O (stereo unspecified)	1501	1816
47	COc1cc(/C=C2/C(=O)NN(c3ccc(Cl)cc3)C2=O)ccc1OC(=O)c1ccco1	1373	2016
48	CCN1C(=O)/C(=C2/Sc3ccccc3N2CCCS(=O)(=O)O)SC1=S	1632	1785
49	Cc1cccc(CS(=O)(=O)Cc2ccc(C(=O)NCc3cccs3)o2)c1	1309	2098
50	Cc1cc(Cl)ccc1OCCCC(=O)NC1CCN(C)CC1	1698	1508
51	O=C(NCc1ccco1)C1CCCN1C(=O)Nc1cccc(Cl)c1 (stereo unspecified)	1503	1735
52	O=C(O)Cc1coc2ccc3ccccc3c12	1808	1847
53	CC(C)C1Nc2c(C(=O)O)cccc2C(Nc2ccccc2C(=O)O)C1(C)C (stereo unspecified)	1504	1813
54	COc1ccc(/C=N/n2cc(-c3ccccc3)nc2N)cc1	1432	1657
55	CCc1ccc(C(=O)/C=C/NCc2ccc(F)cc2)cc1	1471	1836
56	c1ccc2[nH]c(SCC3CCCCO3)nc2c1 (stereo unspecified)	1491	1822
57	CC1Cc2nc(SCC(=O)NCc3ccco3)n(-c3ccccc3)c(=O)c2S1 (stereo unspecified)	1703	2063
58	O=C(N/C(=C/c1cccs1)C(=O)N1CCOCC1)c1ccco1	1721	1843
59	Cc1csc(SCC(=O)Nc2sccc2C#N)n1	1513	1739
60	CCn1nc(C)c(CN2CCc3c([nH]c4ccccc34)C2c2ccc(F)c(OC)c2)c1C (stereo unspecified)	1487	1805
61	CCOc1ccc(NS(=O)(=O)c2ccc(C)c(C(=O)NCCCn3ccnc3)c2)cc1	1465	1899
62	O=C(COc1ccc(Cl)cc1)Nc1cc(S(=O)(=O)N2CCCCC2)ccc1N1CCCCC1	1576	1791
63	O=C(Nc1ccc(N2CCOCC2)c(Cl)c1)c1ccc(Cl)cc1	1494	1784
64	COc1ccc2[nH]c3c(=O)n(CCCCCC(=O)NCCC(C)C)c(=S)[nH]c3c2c1	1786	1836
65	O=C(NCC1CCCO1)C(=O)NCC(c1ccco1)N1CCN(c2ccccc2)CC1 (stereo unspecified)	1524	1829
66	CC(C)NC(=O)COC(=O)c1cncc(Br)c1	1603	1508
67	Cc1ccc(C2NC(C(=O)O)CS2)cc1 (stereo unspecified)	1640	1755
68	CC1=NC(C)(C)Cc2cc(C)c(C)cc21	1346	1619
69	O=C(N/N=C/c1ccc[nH]1)c1cc(-c2cccs2)nc2ccccc12	1553	1724
70	COc1ccccc1/C=N/NC(=O)C(=O)Nc1ccccc1OC(F)(F)C(F)F	1673	1854
71	CCCC(=O)Nc1cc(C(=O)O)ccc1S(=O)(=O)c1ccc(C)cc1	1558	1772
72	O=c1oc2ccccc2c(N2CCCCC2)c1[N+](=O)[O-]	1610	1726

Down the list, as entered above.
Nos. 28 to 38 in SRC3 TRFRET art read 1587, 1651, 1530, 1402, 1738, 1672, 1576, 1414, 1414, 1514, 1697
Nos. 28 to 38 in SRC1 TRFRET art read 1628, 1835, 1927, 1554, 1828, 1963, 1602, 1725, 1943, 1676, 1840

Other compounds follow.
cpd	mol	SRC3 TRFRET art	SRC1 TRFRET art
73	CCOC(=O)C1(CC2CCCCO2)CCN(Cc2ccc(OC)cc2F)CC1 (stereo unspecified)	1695	1847
74	Cc1ccc(C(=O)OCC(=O)c2cc(C)n(CC3CCCO3)c2C)cc1 (stereo unspecified)	1707	1703
75	O=C(N(c1ccccc1)c1ccccc1)n1ccnc1	1640	1883
76	Cc1cc(Br)cc(C)c1NC(=O)c1ccccc1[N+](=O)[O-]	1452	1687
77	CN(c1ccc(OCC(=O)OCC(=O)NCc2ccco2)cc1)S(=O)(=O)c1ccc2ccccc2c1	1649	1826
78	N#C/C(=N\Nc1ccc(S(=O)(=O)N2CCc3ccccc32)cc1)C(N)=S	1702	1714
79	O=C(NCC1CCCO1)/C(=C\c1cccc([N+](=O)[O-])c1)NC(=O)c1ccccc1 (stereo unspecified)	1710	1689
80	CCCCCCC(=O)Nc1c(O)c2ccccc2[nH]c1=O	1356	1744
81	Cn1cccc1C(=O)c1cccc([N+](=O)[O-])c1	1558	1800
82	OCCSc1nc(-c2ccccc2)nc2ccc(F)cc12	1726	1733
83	C=CCn1c(-c2ccc(Cl)cc2)cnc1SC(C)C(=O)NC(N)=O (stereo unspecified)	1568	1990
84	Cc1cnc(C(=O)Nc2cccc(S(=O)(=O)N(C)C)c2)cn1	1698	1895
85	COC1=C(OC)C(=O)C(CCCCCCCCCCO)=C(C)C1=O	1665	1769
86	CN(C)c1nc(N)nc(N(c2ccccc2)c2ccccc2)n1	1497	1872
87	NC1=NC2(CCCC2)n2c(nc3ccccc32)N1	1632	1752
88	Cn1cc(Br)c(C(=O)N/N=C/c2cccc(OC3CSC3)c2)n1	1523	1777
89	CCOc1ccccc1N1CCN(S(=O)(=O)c2cc(C)ccc2OC)CC1	1662	1845
90	COC(=O)c1cc2c(C)[nH]c(C)c2cc(C(=O)OC)c1=O	1680	1979
91	CC(C(=O)NCC1CCCCC1)N1CCN(S(=O)(=O)c2ccccc2F)CC1 (stereo unspecified)	1658	1543
92	COc1ccccc1OCCNC(=O)Nc1ccc(Br)cc1	1485	1885
93	C=CCn1nnnc1SCC(=O)Nc1cccc(OC)c1	1720	1632
94	COc1ccc(S(=O)(=O)N2CCC(C(=O)OCC(=O)c3ccccc3)CC2)cc1[N+](=O)[O-]	1448	1645
95	Cc1cc(C)c2cc(C)c(SCC(=O)NCc3ccco3)nc2c1	1662	1792
96	N=c1ccn(CC(=O)c2ccc(-c3ccccc3)cc2)cc1	1513	1801
97	CN(C)/C=C/c1onc(-c2c(Cl)cccc2Cl)c1C#N	1551	1671
98	CC1=NNC(=O)C1C(c1ccccc1)C1C(=O)NN=C1C (stereo unspecified)	1567	1641
99	COC(=O)c1ccc(C(C(=O)NC2CCCCC2)N(CCc2ccccc2)C(=O)Cc2cccs2)cc1 (stereo unspecified)	1615	1592
100	COc1ccccc1CNC(=O)/C=C/c1ccc(S(=O)(=O)N2CCOCC2)cc1	1693	1853
101	CC(C)c1csc(CN2CCC(N3CCC(C(=O)NCC4CCCO4)CC3)CC2)n1 (stereo unspecified)	1635	1627
102	O=C(Cc1ccccc1Cl)N1CCN(c2ncccn2)CC1	1378	1512
103	CCOC(=O)N1CCC(NC(=O)C2CCN(C(=O)c3cc4oc(C)cc4n3Cc3c(F)cccc3Cl)CC2)CC1	1494	1700
104	CS(=O)(=O)Nc1ccc(C2=NN(S(C)(=O)=O)C(c3ccc4nccnc4c3)C2)cc1 (stereo unspecified)	1516	1696
105	COc1ccc2cc(/C=N/NC(=O)CN(c3ccccc3)S(=O)(=O)c3ccccc3)c(Cl)nc2c1	1472	1701
106	C/C(=N\NC(N)=S)C1(C)CCCCC1	1557	1774
107	Cn1c(O)c(C2=c3ccccc3=NC2=O)[nH]c1=S	1572	1743
108	CCOC(=O)CSc1nc(C)c(CC)c(C)c1C(N)=O	1568	1720
109	CC(C1CC1)N(Cc1ccccc1)C(=O)NC(=O)c1cccc(F)c1 (stereo unspecified)	1457	1658
110	COc1ccc(C2CC(c3ccc(Br)cc3)=NN2C(=S)Nc2ccccc2)cc1 (stereo unspecified)	2737*	2916*
111	Cc1cc(C)n2cc(CSc3nc4ccccc4[nH]3)nc2n1	1534	1693
112	O=C(CSc1n[nH]c(-c2cccnc2)n1)OC1CCCCC1	1527	2261
113	CC(=O)Nc1ccc(OS(=O)(=O)c2ccc(C(C)(C)C)cc2)cc1	1610	1760
114	O=C(COC(=O)CNC(=O)c1ccccc1)Nc1nc(-c2ccccc2)cs1	1582	1746
115	Cc1c(O)c2cccnc2[nH]c1=O	1581	1642
116	CS(=O)(=O)NCCCCCCNS(C)(=O)=O	1601	1499
117	O=C(OCC1OC2OC3(CCCCC3)OC2C2OC3(CCCCC3)OC12)c1ccccc1 (stereo unspecified)	1628	1882

Random excerpt: six compounds from above, in no set order.
cpd	mol	SRC3 TRFRET art	SRC1 TRFRET art
12	Cc1ccc(C)c(NC2=C(Cl)C(=O)OC2OC(C)C)c1 (stereo unspecified)	1466	1583
43	CCn1c(C)nc2cc(C(=O)N/N=C/c3ccccc3)ccc21	1602	1912
78	N#C/C(=N\Nc1ccc(S(=O)(=O)N2CCc3ccccc32)cc1)C(N)=S	1702	1714
35	O=c1[nH]ncn1-c1ccccc1	1414	1725
23	O=C(CC1C(=O)NCCN1Cc1c(F)cccc1Cl)NCc1ccccc1 (stereo unspecified)	1490	1744
85	COC1=C(OC)C(=O)C(CCCCCCCCCCO)=C(C)C1=O	1665	1769
